Screening data (PubChem)
RXFP1 antagonist – RXFP1 (human) relaxin receptor antagonism; activity change, negative = inhibition, % at 57.5 µM; hit rate 0.59% among 350,000; HEK293-RXFP1, relaxin-stimulated cAMP HTRF, 30 min; hits give low values;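 active means activity change of -60% or lower, but not beyond a set lower limit; inconclusive means change between -60% and -40%, or beyond the set limit; inactive means change above -40%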; further: on the % scale 0 is the no-effect control and ±100 the full control effect
RXFP1 agonist – RXFP1 (human) receptor agonism | Q9HBX9 | HEK293T-RXFP1 cAMP TR-FRET, 30 min; response scale: percent of porcine relaxin response, buffer zero | Potency, µM (doses to about 57.5 µM), for inactives: top-dose activation, actives largely listed as activators | hit rate 0.3% among 370,000 | AID 2676; further: potency means the concentration at half of the fitted maximal effect; on the % scale 0 is the no-effect control and ±100 the full control effect; nearly all actives have a fitted effect of over 60% in size; many of its hits are not listed in these tables
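cAMP rise read by TR-FRET after 30 min, 37C compound exposure (up to 58 uM) in RXFP1-transfected HEK293 cells with Ro 20174 present. EC50 from Hill-equation fits, with 29 nM porcine relaxin as 100% and buffer as basal.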
D1 antagonist – blocks dopamine activation of the human D1 receptor. P21728. HEK293 TREx D1 cells, calcium flux, dopamine EC80; hits give low values. activity change, negative = inhibition, % at 10 µM. hit rate 3.2% among 360,000. AID 504652; in the data active means activity change below about -30%; further: on the % scale 0 is the no-effect control and ±100 the full control effect
Target sequence (P21728 whole entry, looked up): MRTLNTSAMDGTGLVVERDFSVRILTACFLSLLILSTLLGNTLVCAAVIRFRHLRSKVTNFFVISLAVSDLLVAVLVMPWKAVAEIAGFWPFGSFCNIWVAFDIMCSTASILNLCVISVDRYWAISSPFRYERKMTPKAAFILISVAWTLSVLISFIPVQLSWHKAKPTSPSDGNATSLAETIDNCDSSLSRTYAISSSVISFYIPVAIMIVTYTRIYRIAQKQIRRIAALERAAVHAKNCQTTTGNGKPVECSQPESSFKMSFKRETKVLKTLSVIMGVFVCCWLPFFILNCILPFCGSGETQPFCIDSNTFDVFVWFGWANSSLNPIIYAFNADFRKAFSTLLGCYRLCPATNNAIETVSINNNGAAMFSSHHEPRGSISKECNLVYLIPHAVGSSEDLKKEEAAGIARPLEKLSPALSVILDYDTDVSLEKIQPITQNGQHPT
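Antagonism measured as reduced calcium response to an EC80 dopamine addition following 180 s compound pre-read; cells were inducible HEK293 Trex D1 plated overnight at 30 C, read kinetically at 1 cycle/sec.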
Glioma ERSR ind – induces the endoplasmic reticulum stress response in human glioma cells | hit rate 0.02% among 420,000 | AID 602332 | U87-MG GRP78 promoter luciferase reporter, 16 h | Potency, µM, for the others: at the highest dose activation, actives largely listed as activators; further: potency means the concentration at half of the fitted maximal effect; series mostly up to about 76 µM; % of control where 0% means no effect; nearly all actives have a fitted effect of over 35% in size
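ERSR induction read as luciferase luminescence (Bright-Glo, 10 min at room temperature) in stably transfected human U87-MG glioma cells exposed to compounds for 16 h, using GRP78 as sensor.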
D1 ag – agonists of human D1 dopamine receptor; activation, % at 2 µM; hit rate 1% among 360,000; AID 504660; P21728; HEK293 T-REx D1 cells, calcium flux, agonist mode; in the data active means activation above about 30%; further: 0% is about no effect
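Inducible HEK293 T-REx D1 cells, force-coupled to calcium signalling, were plated at 4000 cells/well with tetracycline and held overnight at 30 C. After no-wash calcium dye loading, compound-evoked calcium rise over 180 s flagged agonists.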
D2 potentiator – D2 dopamine receptor (human) potentiation; P14416; HEK293 T-REx D2, calcium flux, EC20 dopamine potentiation; potentiation, % at 10 µM; hit rate 0.34% among 340,000; AID 485347;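 active means potentiation over 3 SD above the plate norm, cut at about 30% in these data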; further: 0% is about no effect
Target sequence (P14416 whole entry, looked up): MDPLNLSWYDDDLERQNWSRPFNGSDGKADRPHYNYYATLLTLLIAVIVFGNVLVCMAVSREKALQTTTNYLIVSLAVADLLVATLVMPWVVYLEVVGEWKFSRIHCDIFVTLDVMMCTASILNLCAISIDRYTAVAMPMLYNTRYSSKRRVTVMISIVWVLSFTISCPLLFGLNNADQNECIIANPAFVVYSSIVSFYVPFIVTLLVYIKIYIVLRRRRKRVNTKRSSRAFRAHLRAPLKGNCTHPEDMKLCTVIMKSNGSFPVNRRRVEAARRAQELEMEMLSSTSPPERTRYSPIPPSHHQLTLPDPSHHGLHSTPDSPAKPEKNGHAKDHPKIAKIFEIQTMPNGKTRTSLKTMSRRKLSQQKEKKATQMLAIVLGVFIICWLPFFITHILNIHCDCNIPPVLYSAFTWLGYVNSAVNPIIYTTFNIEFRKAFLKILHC
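Calcium flux readout, no-wash dye, 1 read/s. Inducible HEK293 Trex D2 line, overnight 30 C. Compound alone 180 s (agonist flags), then EC20 dopamine, another 180 s to score potentiation.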
Vif-A3F inh – blocks the Vif interaction with APOBEC3F | HeLa A3F-eYFP + Vif (tagged APOBEC3F with the HIV-1 protein that degrades it), YFP fluorescence increase | Potency, µM (series often up to 46.1 µM), inactives show top-dose activity, negative = active | hit rate 0.2% among 390,000 | AID 602313; further: potency means the concentration at half of the fitted maximal effect; % of control where 0% means no effect; nearly all actives have a fitted effect of over 65% in size
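HeLa cells stably expressing Vif plus C-terminally eYFP-tagged A3F were seeded, incubated overnight at 37 deg C, dosed with compound, incubated overnight again at 37 deg C. Yellow fluorescence (Ex 488/Em 500-530) reported blocked Vif-mediated A3F-eYFP degradation.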
D1 PAM – enhances dopamine response at the human D1 receptor; P21728; HEK293 TREx D1 cells, calcium flux, dopamine EC20 potentiation; potentiation, % at 10 µM; hit rate 0.036% among 360,000; AID 504651; in the data active means potentiation above about 30%; further: 0% is about no effect
Vif-APOBEC3G blk – blocks the Vif interaction with human APOBEC3G. hit rate 0.076% among 410,000. AID 602310. HeLa A3G-eYFP + Vif (tagged APOBEC3G with the HIV-1 protein that degrades it), YFP fluorescence, overnight. Potency, µM (top dose mostly 46.1 µM), for the others: at the highest dose activity, negative = active, actives largely listed as inhibitors. Q9HC16;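 further: potency means the concentration at half of the fitted maximal effect; on the % scale 0 is the no-effect control and ±100 the full control effect; nearly all actives have a fitted effect of over 60% in size; hits raise eYFP signal because A3G escapes Vif-driven loss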
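Read-out is eYFP fluorescence (Ex 488/Em 500-530) from Vif-expressing HeLa A3G-eYFP cells; more signal means A3G escaped Vif-mediated degradation. Cells plated overnight, compound pinned in, incubated overnight at 37 deg C.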
The depositor's hits bear a star; ? = inconclusive; nt = not tested or not shown. Unless noted, the call rests on the fitted dose curve; in most records, active means well fitted curve in the direction sought with a large enough effect; inconclusive means small, poorly fitted or top-dose-only effect, or another doubt; inactive means no such curve, though single readings can be large; an effect the other way counts as inactive or inconclusive. A portion of the library (hit frequency here may not be typical).

SMILES | RXFP1 antagonist | RXFP1 agonist | D1 antagonist | Glioma ERSR ind | D1 ag | D2 potentiator | Vif-A3F inh | D1 PAM | Vif-APOBEC3G blk
Cc1cccc(NCC(=O)N/N=C\c2ccccn2)c1 | 2 | 0.1% | 2 | 1% | 0 | 11 | -5% | -1 | 0%
COc1ccc(N2CCN(C(=O)CNC(=O)c3ccco3)CC2)cc1 | 1 | -4.6% | -80* | -4% | 1 | 5 | 0% | -2 | 0%
Cc1ccc2ncnc(NCCCN3CCOCC3)c2c1 | 1 | 9.8% | -18 | -2% | 5 | -3 | 6% | -2 | 2%
Cc1cc(C)c(NC(=O)CNC(=O)COC(=O)Cc2cccs2)c(C)c1 | -21 | 1.2% | 7 | -5% | 2 | 11 | -2% | 4 | 3%
Nc1cccc(P(=O)(c2ccccc2)c2ccccc2)c1 | -2 | -3.5% | -5 | 1% | 0 | -5 | 3% | -3 | 0%
CCC(=O)OCc1c(C(F)(F)F)nn(C)c1Sc1ccc(F)cc1 | -22 | 0.3% | 0 | -4% | 9 | -16 | -4% | 3 | -1%
CCCOc1ccc(C2=NNC(c3cccs3)=Nc3ccc(OC)cc32)cc1 | 5 | 0.2% | -6 | 3% | 5 | 8 | -3% | 1 | -6%
CN(C(=O)CSC1=NC2C(N=N1)c1cc(Br)ccc1N2C)C1CCCCC1 (stereo not given) | 5 | ? | -2 | -1% | 2 | -3 | -6% | 4 | -12%
CCc1ccc(C(=O)c2ccccc2C(=O)O)s1 | -3 | 1.5% | -6 | -5% | 2 | 1 | -2% | -9 | -2%
CCCn1c(SCC(=O)NCCc2ccccc2)nnc1-c1ccccn1 | 15 | -0.3% | -4 | -7% | -3 | -7 | -12% | -5 | 0%
CC1=C(c2ccc(C)c(C)c2)S(=O)(=O)N=C1N1CCC(C(=O)NCc2ccccc2C)CC1 | -31 | ? | -30 | nt | 2 | 10 | nt | -7 | nt
O=C(NNC(=O)C1CC2CCC1C2)c1ccccc1 (stereo not given) | 5 | -1.3% | 8 | 1% | 1 | 0 | -10% | 0 | -1%
O=C(Cn1nc2c(cc1=O)CCCC2)Nc1ccc(F)cc1F | 2 | 1.5% | 7 | 2% | 0 | -8 | -1% | -7 | -5%
CC1=Nn2c(nnc2-c2cc(C)[nH]n2)SC1 | 3 | 0.1% | -7 | -3% | 5 | 12 | 1% | 1 | 0%
CCN1C(=O)S/C(=C/c2ccsc2)C1=O | 11 | 0.2% | 4 | 5% | 1 | -7 | ? | -4 | 1%
Cc1onc(-c2ccccc2Cl)c1C(=O)Nc1nnc(-c2cccc([N+](=O)[O-])c2)s1 | -15 | -0.5% | 39 | 5% | 41* | nt | -1% | 15 | -8%
O=C(NCc1cccs1)[C@@H]1CSC2c3ccccc3C(=O)N21 (stereo not given in full) | 3 | 1.3% | -11 | 2% | 1 | -4 | -19% | -1 | 0%
CN(Cc1ccon1)C(=O)CC1C(=O)NCCN1Cc1cccc(Oc2ccccc2)c1 (stereo not given) | 2 | 2.3% | -7 | -2% | 0 | -6 | -9% | 1 | -5%
CCOc1ccc(C2CC(=O)n3nc(-c4ccc(C)cc4)nc3S2)cc1 (stereo not given) | 2 | 0.3% | 1 | -4% | 0 | -8 | 3% | 0 | 3%
Cc1[nH]c(=O)[nH]c(=O)c1S(=O)(=O)N1CCC(C(=O)NC(C)c2ccccc2)CC1 (stereo not given) | 11 | -0.7% | -1 | -5% | 3 | 4 | 6% | 5 | 3%
Cc1[nH]n2c(=O)cc(-c3ccccc3Cl)nc2c1-c1ccccc1 | nt | 13% | 16 | 2% | -1 | 5 | ? | -1 | -8%
Cc1ccc(OCC(=O)N2CCC(C)CC2)c([N+](=O)[O-])n1 | -6 | 1.6% | -7 | 2% | 2 | nt | -10% | -1 | 2%
CC(C)CCn1c(Oc2ccccc2Cl)nc2c1c(=O)n(C)c(=O)n2C | -4 | 4.1% | 2 | -8% | 0 | -11 | 8% | -1 | -3%
O=C(CSc1nc2c([nH]c3ccccc32)c(=O)n1-c1ccccc1)NCC1CCCO1 (stereo not given) | 1 | 1.0% | 10 | 4% | 0 | 7 | 2% | 4 | -7%
CCN(CC)CCC#CC1(O)c2ccccc2-c2ccccc21 | 1 | -0.2% | 2 | -2% | 3 | -1 | 3% | -4 | 3%
COc1ccc(N(CC(=O)NC2CCCC2)C(=O)CS(=O)CC(=O)Nc2ccc3c(c2)OCO3)cc1 (stereo not given) | 0 | -0.1% | 0 | 5% | 0 | 13 | 0% | 8 | 3%
c1ccc(Cc2nnc3sc(-c4cccnc4)nn23)cc1 | 20 | 2.3% | -7 | -3% | 5 | 18 | 0% | 7 | 8%
COC(=O)C1C(c2ccccc2)C(C(=O)N2CCOCC2)C1c1ccccc1 (stereo not given) | 4 | 0.5% | -6 | 0% | 2 | 13 | 0% | 2 | -1%
O=C(O)c1ccc(CN(c2ccccc2)S(=O)(=O)c2ccccc2)cc1 | -1 | -0.4% | 18 | -3% | 6 | -1 | 0% | 5 | 0%
Cn1nnnc1Sc1ncnc2scc(-c3cccc(C(F)(F)F)c3)c12 | nt | nt | -4 | -13% | 1 | nt | -9% | 8 | ?
Cc1ccc(C2=NNC(c3ccc(Cl)cc3)=Nc3ccccc32)o1 | -1 | 0.1% | -1 | 7% | 1 | nt | 2% | 1 | -7%
COc1ccc(OC)c(-n2nnnc2SCC(=O)Nc2cc(C)ccc2OC)c1 | 0 | 0.9% | -19 | 1% | 2 | 6 | -1% | 0 | 1%
Cc1cc(C)nc(NC(=NCCc2c[nH]c3ccccc23)NC(=O)Nc2ccc(Cl)cc2)n1 | 4 | 0.3% | 3 | -5% | 6 | -7 | -1% | -12 | 1%
CC(C)(C)NC(=O)CSc1nncn1-c1ccccc1 | -3 | 2.3% | 6 | -2% | 0 | 4 | 3% | -5 | 4%
COc1cc(/C=C/c2nc(C#N)c(N3CCC(C)CC3)o2)cc(OC)c1OC | 1 | 13% | -15 | -2% | 0 | 12 | 2% | -1 | -1%
CCc1cc(C(=O)N2CCN(S(=O)(=O)c3ccc(Cl)cc3)CC2)sc1C | 6 | 3.7% | -1 | 1% | 3 | -19 | 2% | -8 | -1%
Cc1cccc(NC(=O)CSc2nc(-c3ccco3)cc(C(F)(F)F)n2)c1C | nt | 1.3% | 11 | -1% | -1 | 1 | -10% | 0 | -26%
CCOc1ccccc1N1CCN(C(=O)c2ccc(-c3ccc(OC(C)=O)cc3)cc2)CC1 | -5 | -1.2% | 3 | -1% | 0 | 0 | 9% | 1 | 0%
O=C(COc1ccc2ccccc2c1)N1CCCC1 | -17 | 0.1% | -1 | 3% | 0 | 16 | nt | 1 | 2%
CC(=O)Nc1ccc(S(=O)(=O)Nc2ccc3c(c2)OCO3)cc1 | 8 | -0.6% | 0 | -5% | 5 | -2 | -14% | -4 | -4%
Cc1cc(C)cc(NC(=O)CSc2nc(N)c(NC(=O)c3cccs3)c(=O)[nH]2)c1 | -9 | 0.6% | 18 | 2% | -2 | -3 | 5% | -1 | -7%
O=C(N/N=C/c1ccc(OC(F)F)cc1)c1ccc(CSc2nc3ccccc3[nH]2)cc1 | ? | 3.1% | -7 | 3% | 3 | 7 | 2% | -2 | -4%
COCC(C)NC(=O)c1oc2c(c1C)C1(CCC2)SCCS1 (stereo not given) | -7 | -0.8% | -12 | 3% | 5 | -17 | -1% | -3 | 0%
NS(=O)(=O)c1cccc(NC(=O)C2CC(=O)N(Cc3ccco3)C2)c1 (stereo not given) | -6 | 2.4% | -17 | -6% | 0 | 2 | 10% | 0 | -5%
C[C@H]1CCC/C=C/[C@@H]2C[C@H](O)C[C@H]2[C@H](O)[C@H](S(=O)c2ccc(O)cc2)CC(=O)O1 (stereo not given in full) | -9 | nt | nt | 6% | nt | nt | -1% | nt | -16%
Fc1ccc(CNC(=S)Nc2ccccc2F)cc1 | 15 | -2.9% | -8 | -2% | 5 | -5 | 2% | -3 | 0%
COc1ccc(NC(=O)N(C)C[C@H]2Oc3ncc(Br)cc3C(=O)N([C@H](C)CO)C[C@@H]2C)cc1 | 5 | nt | nt | 1% | nt | nt | -15% | nt | 1%
O=C1N=C(N2CCOCC2)S/C1=C/c1ccc(-c2ccc(F)cc2)o1 | -4 | -3.4% | 7 | 0% | 1 | -21 | ? | -3 | 10%
CCOC(=O)c1c(CSc2ccccc2)n(C)c2cc(Br)c(OCC(O)CNC(CO)(CO)CO)cc12 (stereo not given) | nt | 3.7% | -47* | -12% | 2 | 0 | 7% | -4 | -30%
O=C(NCC1CCCO1)c1cnn2c(C(F)F)cc(C3CC3)nc12 (stereo not given) | -4 | 5.3% | 16 | -6% | 1 | nt | 1% | 3 | -12%

Overlap with the part before: four compounds, followed by the next part.
SMILES | RXFP1 antagonist | RXFP1 agonist | D1 antagonist | Glioma ERSR ind | D1 ag | D2 potentiator | Vif-A3F inh | D1 PAM | Vif-APOBEC3G blk
COc1ccc(NC(=O)N(C)C[C@H]2Oc3ncc(Br)cc3C(=O)N([C@H](C)CO)C[C@@H]2C)cc1 | 5 | nt | nt | 1% | nt | nt | -15% | nt | 1%
O=C1N=C(N2CCOCC2)S/C1=C/c1ccc(-c2ccc(F)cc2)o1 | -4 | -3.4% | 7 | 0% | 1 | -21 | ? | -3 | 10%
CCOC(=O)c1c(CSc2ccccc2)n(C)c2cc(Br)c(OCC(O)CNC(CO)(CO)CO)cc12 (stereo not given) | nt | 3.7% | -47* | -12% | 2 | 0 | 7% | -4 | -30%
O=C(NCC1CCCO1)c1cnn2c(C(F)F)cc(C3CC3)nc12 (stereo not given) | -4 | 5.3% | 16 | -6% | 1 | nt | 1% | 3 | -12%
COc1cc2c(cc1OC)CN(Cc1ccc(F)cc1)CC2 | -11 | 2.8% | -5 | 1% | 1 | -17 | -5% | -2 | -1%
O=c1[nH]c2ccc(NC(=S)Nc3ccc(Cl)cc3)cc2[nH]1 | -3 | 0.0% | -6 | -2% | 3 | -1 | -3% | -3 | 0%
COc1cc(C(=O)N2CCN(c3cccc(C(F)(F)F)c3)CC2)ccc1OCC(=O)N1CCOCC1 | 0 | nt | nt | -4% | nt | nt | 2% | nt | 0%
O=C(/C=C/c1cccs1)Nc1ccncc1 | 6 | 4.3% | -2 | -1% | 0 | 0 | 14% | -3 | 0%
